# Source: PubChem
# aSyn 5UTR inh: MLPCN primary screen, SNCA 5' untranslated region; inhibition, % (tested at 7.5 µM); alpha-synuclein 5'UTR reporter, inhibitor activity; hit rate 0.82% among 300,000; in the data active = inhibition above about 60%; inconclusive = no clear call, values can overlap the other calls;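 note: H4 neuroglioblastoma cells stably carrying SNCA 5'UTR luciferase fusion; 0% = DMSO wells and 100% = positive control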
# HSP90 refold inh: HSP90 refolding inhibition in rabbit reticulocyte lysate; luciferase refolding luminescence, 3 h; inhibition, % at 5.6 µM; hit rate 0.91% among 290,000;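 active = inhibition above the screen-wide mean plus 3 SD, computed separately per campaign, cut at about 16% in these data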;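 note: 0% = DMSO wells and 100% = 60 µM geldanamycin wells; inhibitors lower the luminescence because luciferase stays unfolded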
# AI-2 QS mod: Vibrio harveyi AI-2 quorum sensing modulation; activity change, % at 7.5 µM; hit rate 0.4% among 300,000; Vibrio harveyi JMH597 AI-2 luminescence/OD600 ratio, 9 h; hits give low values; strain lacks LuxN and CqsS sensors; 0 = neutral-control median; AID 2094; in the data active = activity change below about -75%, passing the limit was not always enough; inconclusive = no clear call, values can overlap the other calls;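 note: luminescence divided by OD600 gain over 9 h not by final OD600 alone; inactives centre near 13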
# KLF5 inhibitor: suppresses KLF5 promoter-driven expression. DLD-1 KLF5 promoter-luciferase reporter, luminescence. inhibition, % at 5 µM. hit rate 0.23% among 290,000;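 active = inhibition above a per-plate limit of that plate's mean compound inhibition plus 3 SD, cut at about 60% in these data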;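 note: 0% = DMSO wells and 100% = LY294002 at 200 µM; higher means less KLF5 promoter-driven luciferase light; inactives centre near -14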
# IEC-6 cytotox: kills IEC-6 intestinal cells in KLF5 counter-screen; IEC-6 cytotoxicity, luminescence viability; hit rate 0.78% among 290,000; inhibition, % at 5 µM; in the data active = inhibition above about 22%;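 note: 0% = plate median of test compound wells and 100% = cytotoxic reference compound wells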
# GSK3B inh: blocks human GSK3beta kinase activity; P49841; activity score (negative = inhibition), % at 10 µM; GST-GSK3beta kinase, ADP-Glo luminescence, 60 min; hits give low values; hit rate 0.038% among 300,000;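 active = more than half of replicate wells score below -50%, meaning over 50% inhibition versus plate controls; inconclusive = some replicates but at most half score below -50%; inactive = no replicate scores below -50%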;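 note: 0% = median DMSO wells and -100% = median GW8510 positive control wells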
# Target sequence (P49841 whole entry, looked up): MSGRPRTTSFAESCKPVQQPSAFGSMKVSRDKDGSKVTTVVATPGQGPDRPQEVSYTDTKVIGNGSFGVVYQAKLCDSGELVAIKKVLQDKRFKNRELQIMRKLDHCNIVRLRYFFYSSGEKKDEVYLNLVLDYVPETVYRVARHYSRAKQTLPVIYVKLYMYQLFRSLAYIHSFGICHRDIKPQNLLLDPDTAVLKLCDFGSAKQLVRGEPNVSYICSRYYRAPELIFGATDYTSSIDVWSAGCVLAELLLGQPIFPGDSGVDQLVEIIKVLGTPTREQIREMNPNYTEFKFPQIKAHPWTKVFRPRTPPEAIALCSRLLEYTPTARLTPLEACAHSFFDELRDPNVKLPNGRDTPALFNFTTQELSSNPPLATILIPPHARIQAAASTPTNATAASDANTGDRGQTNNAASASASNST
#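 Test system: GST-fused GSK3beta enzyme, cell-free | Quantity: 1.6 ng GST-GSK3beta enzyme per well | Reagent: 25 µM ATP with peptide substrate | Schedule: 60 min enzyme reaction, room temperature | Signal: Luminescent ADP-Glo measurement of ADP formed | Read-out basis: Score relative to plate controls | Control set: DMSO and 20 µM GW8510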
# HSF-1 act: increases HSF-1 driven luciferase reporter signal; activation, % at 9 µM; NIH3T3-HGL HSF-1 luciferase reporter, MG132, 8 h; 100% = twice DMSO control signal; hit rate 1.7% among 300,000;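 active = mean replicate activation of at least 50% with a set share of replicates each reaching 50%; inconclusive = only one of those two conditions met; inactive = mean below 50% and too few replicates reaching it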;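 note: 0% = median of the neutral control wells and 100% = twice that signal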
# HIF activator: HIF pathway transcriptional activation; U2OS HRE-luciferase reporter, luminescence; normalized: DMSO 0%, desferrioxamine 100%; activation, % at 7.5 µM (by protocol); hit rate 0.32% among 300,000; AID 1910;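 active = mean activation of at least 10% of the iron chelator positive control signal, with at least half of replicates also reaching 10%; inconclusive = mean and replicate majority disagree about reaching 10%; inactive = mean and most replicates under 10%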
# GSK3A inh: human GSK-3 alpha kinase inhibition; inhibition, % at 10 µM; hit rate 0.1% among 320,000; P49840; AID 2650; ADP-Glo luminescence, 60 min;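 in the data active = inhibition above about 50%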;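 note: GST-tagged GSK-3 alpha with peptide substrate and 25 µM ATP; 0% = DMSO neutral wells and 100% = GW8510 positive control wells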
# Target sequence (P49840 whole entry, looked up): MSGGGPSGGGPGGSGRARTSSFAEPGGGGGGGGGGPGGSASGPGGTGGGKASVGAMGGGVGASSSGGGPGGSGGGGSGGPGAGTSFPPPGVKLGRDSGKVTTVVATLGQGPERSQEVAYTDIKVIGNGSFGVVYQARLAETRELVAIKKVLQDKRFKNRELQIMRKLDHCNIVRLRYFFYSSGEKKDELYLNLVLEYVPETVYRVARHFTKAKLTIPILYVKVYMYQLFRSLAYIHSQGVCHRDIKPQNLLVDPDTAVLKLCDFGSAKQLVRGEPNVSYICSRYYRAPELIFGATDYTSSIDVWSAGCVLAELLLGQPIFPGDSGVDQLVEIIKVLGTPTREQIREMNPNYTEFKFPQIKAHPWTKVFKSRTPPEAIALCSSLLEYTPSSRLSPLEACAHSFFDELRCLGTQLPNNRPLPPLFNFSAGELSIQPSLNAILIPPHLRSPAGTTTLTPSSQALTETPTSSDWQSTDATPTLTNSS
# HSF1 inhib: HSF1 inhibition. NIH3T3-HGL HSE-luciferase, MG132-induced, luminescence 8 h; hits give low values. activity change, negative = inhibition, % at 7.5 µM (by protocol). hit rate 0.77% among 300,000. AID 2098;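 active = more than half of replicate wells show activity change below -50%, luminescence cut by over half; inconclusive = some wells, but at most half, below -50%; inactive = no replicate well below -50%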;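 note: luciferase reports HSF-1 transcriptional activity via heat shock element; 0% = median of DMSO wells and -100% = zero luminescence signal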
# An asterisk follows results filed as active; ? = inconclusive; · = not tested or not shown. Compounds as they come; about 4.7% have a hit in one of these screens.
# Order of results – aSyn 5UTR inh	HSP90 refold inh	AI-2 QS mod	KLF5 inhibitor	IEC-6 cytotox	GSK3B inh	HSF-1 act	HIF activator	GSK3A inh	HSF1 inhib
CCn1c(/C(C#N)=C(\O)CCc2ccccc2)nc2ccccc21
→ 7.6	5.3	8.9	-19.1	-5.3	0.3	-4.8	0.7	-2.0	-1.7
Cc1ccc(NC(=S)N(CCN(C)C)Cc2cccs2)cc1C
→ 14.8	3.3	-8.1	-9.8	3.6	1.3	-7.0	0.1	0.0	0.3
Cc1cc(C)n2nc(C(=O)Nc3ccc(S(=O)(=O)N4CCCCC4)cc3)nc2n1
→ -9.4	2.3	19.3	-40.9	0.9	-0.3	25.9	-0.4	-2.1	0.7
O=C(Nc1ccc2oc(=O)ccc2c1)c1ccc(-c2cccc(Cl)c2)o1
→ 13.7	1.5	-0.4	-8.2	7.4	-0.2	3.7	0.0	-1.9	1.8
O=C(NCCc1ccccc1)C1CC(=O)N(CCc2ccccc2)C1 (stereo unspecified)
→ 11.7	-0.6	-1.5	-13.6	2.1	0.0	-30.2	0.3	-2.6	-12.6
Cc1ccc(NC(=O)CSc2nnc(-c3cnccn3)n2-c2ccccc2)cc1
→ 4.1	-0.1	23.1	-35.2	-5.9	-6.2	-13.9	0.0	2.7	1.1
COc1ccc(CCNC(=O)CC2SC(=NCc3ccccc3)NC2=O)cc1 (stereo unspecified)
→ 15.3	2.6	18.0	-28.6	-1.4	2.7	22.4	-0.3	19.1	3.5
CC(=O)Oc1ccc(OC(C)=O)c(SCCCCCN2CCOCC2)c1
→ -9.6	-3.9	26.7	-19.8	-0.1	1.4	17.4	0.5	-0.7	12.3
C/C(=N\NC(=O)CN1CCCCC1)c1cccc([N+](=O)[O-])c1
→ -93.1	·	4.0	·	·	8.1	4.2	0.0	3.4	-3.6
CCOc1ccccc1N1CCN(C(=O)c2c(-c3c(F)cccc3Cl)noc2C)CC1
→ -3.9	-1.9	21.0	-15.2	-7.7	-1.7	-1.9	-0.6	-2.4	-8.5
CCCC(O)(c1ccccc1)C(CN1CCOCC1)c1ccccc1 (stereo unspecified)
→ -7.1	2.0	15.1	-26.5	4.0	4.5	-18.1	-0.1	2.4	2.2
O=C(CCN1CCCCC1)N/N=C/c1c[nH]c2ccccc12
→ 2.0	-3.5	7.3	-3.9	-2.9	2.9	16.2	0.1	-3.2	5.2
Cn1cnnc1SCCC(=O)Nc1ccccc1
→ -27.1	0.2	32.0	-16.4	6.0	-1.3	-8.7	0.3	4.4	-0.8
C[C@H]1CN(Cc2ccccc2)C(=O)[C@@H]1CC(=O)NCc1ccccc1
→ 0.0	-1.8	24.2	7.0	1.4	1.7	-5.0	-0.2	-1.6	2.3
COc1ccc(C(=O)N2CCC(C(=O)Nc3ccc4c(c3)OCO4)CC2)cc1
→ 8.8	-1.9	6.9	-0.4	-10.0	-0.9	0.0	0.3	-0.4	1.2
c1nnc(-c2ccc3c(c2)OCO3)o1
→ -9.0	4.0	13.9	5.9	-0.1	1.4	4.7	-0.4	1.0	-12.3
CC(=O)c1cc(CN2CCC(n3nccc3NC(=O)c3ccccc3C)CC2)cs1
→ 2.9	-6.6	21.1	-16.9	-5.5	0.9	5.9	0.9	2.8	4.4
COc1ccc(C(=O)OCC(=O)NCC2CCCO2)cc1 (stereo unspecified)
→ -2.0	-4.5	17.2	-37.4	-1.1	-3.2	9.0	-0.1	2.9	-10.1
O=C(CN1CCN(c2nc(-c3ccc(Cl)cc3)cs2)CC1)NCc1ccco1
→ -20.7	-0.1	13.3	-12.8	-7.8	0.8	-2.6	-0.4	·	4.0
CCOc1ccc(NC(=O)C2CCC(C)(C(=O)O)C2(C)C)cc1 (stereo unspecified)
→ -3.8	-0.2	21.4	1.7	3.5	-1.0	-0.8	-0.2	1.0	0.7
O=C(CNC(=O)c1ccc(Br)o1)NCC(=O)OCc1ccccc1
→ -3.5	·	35.6	·	·	-1.7	11.1	-0.1	1.4	4.2
CCCOc1ccc(-c2c(C(=O)N/N=C/c3ccco3)nnn2-c2nonc2N)cc1
→ -5.6	4.1	8.0	12.8	3.4	-1.0	12.8	0.0	3.8	1.6
NCCc1c(-c2ccccc2)n(-c2ccccc2)c2ccccc12
→ 22.5	3.7	4.5	-9.4	-0.3	-7.0	8.2	-2.1	·	1.2
COC(=O)c1ccc(NC(C(=O)OC)C(C)C)c([N+](=O)[O-])c1 (stereo unspecified)
→ 17.1	3.7	14.9	0.3	2.8	-26.2	-11.1	-1.6	-5.2	-9.4
CCOc1ccccc1C(=O)N[C@H](C(=O)NCc1ccccc1)C(C)C
→ 2.5	5.3	6.9	8.0	-0.3	-0.9	4.3	0.5	-1.5	5.5
Cc1nn(Cc2ccccc2)c(C)c1/C=N/NC(=O)c1cccnc1
→ 3.2	-0.1	13.7	-5.1	9.0	0.2	7.2	0.1	-4.1	6.8
O=C(NC(=S)N1CCN(CCO)CC1)C12CC3CC(CC(C3)C1)C2
→ -1.2	0.4	12.5	-24.6	-2.0	-1.6	1.3	0.1	-0.9	-7.1
COc1ccc(OC)c(Nc2nnc(C)c(=O)[nH]2)c1
→ -25.6	-1.2	38.1	-1.8	-1.1	0.4	21.3	-0.7	-2.2	2.9
CCOC(=O)c1c(C)[nH]c(C(=O)OCC(=O)NCCc2ccc(OCC)c(OCC)c2)c1C
→ ?	·	15.6	·	·	2.8	-27.2	-0.1	-4.7	-11.0
Cc1ccc(N=Cc2cccc(O)c2O)c(C)c1
→ -62.5	0.0	7.3	-23.5	-5.7	-0.8	13.4	1.5	1.4	10.6
O=C(CN(C(=O)CNC(=O)c1cccs1)c1ccc(F)cc1)NC1CCCC1
→ 8.0	-2.6	-21.4	-17.3	2.6	-4.4	-10.1	-0.4	-1.4	-7.1
Cc1ccnc(NS(=O)(=O)c2ccc(NC(=O)C3CC3)cc2)n1
→ 4.7	-3.3	0.1	-19.8	0.9	2.0	-24.6	0.3	-2.2	-7.9
Cc1cc(C)c([N+](=O)[O-])cc1-c1ccc(/C=N/NC(=O)c2nonc2N)o1
→ -3.1	0.9	0.0	-1.4	6.4	-3.8	-9.7	-0.4	·	2.3
CC1(C(=O)OCC(=O)Nc2cccc(S(=O)(=O)NC3=NCCCCC3)c2)CC1(Cl)Cl (stereo unspecified)
→ 7.0	-4.2	5.6	-20.3	-1.1	-1.3	-4.6	-0.3	8.8	3.0
O=C(CN1C(=O)NC(CCc2ccccc2)C1=O)NC1CC1 (stereo unspecified)
→ 4.8	2.3	29.2	-28.1	2.7	0.4	4.3	-0.1	-0.5	-1.4
Cc1ccc(-c2cc(C(=O)N/N=C/c3cccnc3)c3ccccc3n2)cc1C
→ -26.3	·	36.8	·	·	3.2	12.5	1.9	-1.0	7.3
O=C(Nc1ccc(F)cc1)c1sc2cc(C(F)(F)F)cnc2c1-c1cccs1
→ -20.8	-0.3	12.0	-23.4	2.8	3.2	1.3	-0.7	-1.0	0.2
C[C@@H]1C=C(C(=O)NCc2ccccc2)O[C@H](OCc2ccc(CO)cc2)C1
→ -4.7	9.6	24.7	-0.7	-1.0	1.6	1.2	0.9	1.3	-2.7
N#CC1=C(N)Oc2c(oc(CO)cc2=O)C12C(=O)Nc1ccc(Cl)cc12 (stereo unspecified)
→ -8.6	2.5	14.9	14.5	0.4	-2.3	-19.5	-0.5	-1.2	-0.4
COCC(=O)Nc1nnc(COc2ccccc2)s1
→ -14.8	1.2	-0.6	-0.8	2.4	-1.1	-5.1	-0.7	-1.6	2.7
CCOC(=O)c1c(C)[nH]c(C)c1S(=O)(=O)N(C)CC(=O)Nc1cccc(F)c1
→ 22.8	1.9	16.6	-19.2	8.2	-27.0	24.4	0.3	-1.6	3.3
COc1cc(NC(=O)CCN2CCN(C)CC2)cc(OC)c1
→ 1.3	11.1	-8.1	-11.2	10.3	0.5	-1.5	-0.1	-4.7	-1.6
O=C(C1CC1)N1CCc2cc(Br)cc(S(=O)(=O)NCC3COc4ccccc4O3)c21 (stereo unspecified)
→ 4.3	-2.2	14.3	6.2	3.7	2.0	1.3	0.1	-1.0	1.4
S=c1[nH]nc(COc2ccc3ccccc3c2)o1
→ 9.8	3.6	40.5	-26.6	-2.9	-2.4	15.1	0.3	-1.7	-0.7
CC(=O)N1CC2(C)CN(C(C)=O)CC(C)(C1)C2=O
→ 13.0	·	10.6	·	·	-0.1	14.4	-14.5	-0.3	-7.6
Cc1cccc(OCCNC(=S)NC(=O)c2cncc(Br)c2)c1
→ 4.6	3.9	10.4	-20.9	-0.3	-1.4	-13.8	-2.1	-0.5	-1.2
CCOC(=O)c1cc(-c2cccs2)[nH]n1
→ -5.5	2.7	10.4	18.3	3.2	-0.9	2.0	-2.7	-1.2	5.6
O=C(CCC1CCCC1)N1CCN(C(=O)c2cccnc2)CC1
→ -1.6	0.4	31.1	-15.5	2.7	-0.9	-20.1	0.0	-2.8	3.8
CCc1ccc(C(=O)COC(=O)c2ccc(-c3nnc(-c4ccccc4)o3)cc2)cc1
→ -161.2	0.7	5.2	-74.5	-1.7	1.0	12.3	1.6	0.0	7.2
CCc1cc2c(CN3CCN(C)CC3)cc(=O)oc2cc1O
→ 3.7	-2.4	12.4	-29.7	-5.5	-2.4	-20.0	0.0	15.0	-18.8
Cc1c(CNC(=O)c2nn3c(c2Cl)NC(c2ccccc2)CC3C(F)(F)F)cnn1C (stereo unspecified)
→ 22.3	3.2	6.7	-2.0	3.3	-20.8	-3.6	-0.2	2.1	7.3
O=[N+]([O-])c1cc2c(cc1/C=N/Nc1nc(N3CCCC3)nc(N3CCCC3)n1)OCO2
→ 4.6	0.1	34.3	-23.1	-0.7	-1.1	-8.9	0.3	-2.1	-8.1
CN(Cc1ccccc1)C(=O)N[C@@H](Cc1ccccc1)C(=O)O
→ -21.0	3.6	14.5	-16.4	1.5	2.5	-4.8	-0.2	-3.5	-8.3
CCCOc1cccc(C(=O)NCCNC(=O)c2ccco2)c1
→ 11.8	-3.6	19.0	18.3	-5.8	1.6	26.1	-0.8	1.0	-1.1
CCOC(=O)c1cccc(NC(=O)CS(=O)(=O)Cc2nc(-c3cccc(OC)c3)oc2C)c1
→ 17.1	-5.2	16.4	-18.0	-10.0	-0.5	-1.4	0.2	-0.3	0.8
Nc1nc(NCCCN2CCOCC2)nc(Nc2cccc(Cl)c2)c1[N+](=O)[O-]
→ 42.5	-4.5	22.3	-13.8	-1.0	-76.7*	1.9	2.7	77.9*	2.7
COc1ccc(S(=O)(=O)N2CCC(C(=O)NCCC(=O)Nc3nccs3)CC2)cc1
→ -14.0	-4.9	5.5	-37.8	-3.0	-0.3	3.1	-0.4	-0.4	-1.4
O=C(CCCN1C(=O)/C(=C/c2cccc(Br)c2)SC1=S)Nc1cccnc1
→ -56.7	-0.8	17.4	-4.1	-4.7	2.7	4.5	0.7	-0.4	7.1
